KCNH2 WT inh – KCNH2 (human, wildtype) channel inhibition; Q12809; U2OS, BacMam KCNH2, thallium flux FluxOr; stronger effect = lower value; activity change, % at 1.84 µM; hit rate 0.37% among 340,000;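 active = maximum activity change below -70%; inconclusive = maximum activity change between -70% and -50%; inactive = maximum activity change above -50%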
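U2OS cells transduced with wild-type KCNH2 virus are loaded with FluxOr dye for 45 min, and thallium flux is measured in kinetic reads before and after stimulation buffer. Rate constants are normalized to DMSO controls.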
uPA generation – cell surface uPA generation inhibition | cell surface uPA generation assay, qHTS | AID 540303 | Potency, µM (titrated, usually from 38.3 µM), for the others: top-dose activity change, negative = inhibition, usual class: inhibitors | hit rate 0.31% among 330,000; active = well fitted inhibition curve with a large enough effect; inconclusive = small, poorly fitted or top-dose-only effect; inactive = no such curve, though single readings can be large or run the other way; tested in mouse RAW 264.7 cells; note: potency is the fitted concentration of half-maximal effect; nearly all actives have a fitted effect of over 55% in size
Chronic BCR inh – chronic active BCR signaling inhibition; ABC-DLBCL IkBa-CBG/CBR reporter, luminescence ratio, 4 h; Potency, µM (highest dose often 46.1 µM), inactives show top-dose ratio change, negative = lower green/red ratio, usual class: inhibitors; hit rate 0.05% among 340,000; active = well fitted inhibition curve with a large enough effect in the signal ratio, with a control signal flat, not every such curve was filed as active; inconclusive = small, poorly fitted or top-dose-only effect, or effect the other way, or a change in a side signal; the % refers to the signal ratio;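 note: potency is the fitted concentration of half-maximal effect; plate controls were basal doxycycline-induced cells for no effect and cells given 10 µM MG132 for full effect; MG132 reads +100%, hits lower the ratio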
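TMD8 human ABC-DLBCL cells with doxycycline-inducible IκBα–green luciferase fusion and unfused red luciferase, in 0.5% FBS medium; compounds up to 46 uM, 4 h at 37C. Green/red luminescence ratio, filter-overlap corrected, fitted to concentration-response curves.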
USP2a inh – blocks human ubiquitin-specific protease USP2a; Potency, µM (series often up to 38.3 µM), inactives show at the highest dose activity change, negative = inhibition, most hits filed as inhibitors; AID 463254; O75604; hit rate 0.01% among 330,000; USP2 core, Ub-CHOP2 coupled fluorogenic reporter, 485/531;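 note: potency is the fitted concentration of half-maximal effect; plate controls were DMSO wells for no effect and full inhibition by NEM control for full effect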
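Deubiquitinase activity read as fluorescence (485/531 nm) after Ub-CHOP2 cleavage activates the enterokinase reporter on its substrate; USP2 core 10nM, Ub-CHOP2 and substrate 25nM each, 30min compound preincubation then 60min RT; data normalized to NEM, curves fitted.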
PKM2 activator – increases activity of human pyruvate kinase M2; P14618; purified PKM2, Kinase-Glo ATP luminescence, activation; response scale: 0% is enzyme alone, no compound; Potency, µM (top dose mostly 57.5 µM), without a hit: top-dose activation, usual class: activators; hit rate 0.34% among 260,000; note: potency is the fitted concentration of half-maximal effect; nearly all actives have a fitted effect of over 55% in size
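Purified hPK-M2 (>95%) run at intermediate activity with 0.1 mM ADP and 0.5 mM PEP in 50 mM imidazole pH 7.2, KCl, MgCl2; 1 h room temperature. ATP formed read by Kinase-Glo luminescence; normalized to uninhibited and no-enzyme controls.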
Eya2 phos inh – blocks the phosphatase activity of human Eya2; recombinant Eya2, OMFP fluorescence dephosphorylation (OMFP is methylfluorescein phosphate); Potency, µM (series often up to 76.9 µM), for inactives: at the top dose activity, negative = inhibition, hits mostly inhibitors; hit rate 0.006% among 330,000; AID 488837; note: potency is the fitted concentration of half-maximal effect
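Eya2 (0.2 uM) preincubated 10 min at ambient with compound, then OMFP substrate added at 50 uM; 10 min reaction in 50 mM HEPES pH 7.5, 50 mM NaCl, 5 uM MgCl2, 0.05% BSA, 1 mM DTT. Fluorescence read at Ex 485/Em 525 nm.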
Giardia kill – kills Giardia lamblia; Giardia lamblia trophozoite viability; activity change, % at 7.66 µM, hits read low; hit rate 0.15% among 340,000; AID 540267; in the data active = activity change below about -80%; inconclusive = between about -30% and that limit;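 note: parasites exposed to compound for two days anaerobically before the ATP read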
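Killing of trophozoites was scored by loss of ATP luminescence after a 48 hrs anaerobic exposure to compounds at 37 deg C, using 100 cells per well.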
Coupling enz – coupling enzyme interference in Giardia aldolase counter-screen | AID 2472 | coupling enzyme system counterscreen, AmpLite Red fluorescence | hit rate 0.67% among 290,000 | activity change, negative = inhibition, % at 58.2 µM, hits read low; in the data active = activity change below about -30%
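Final compound at 57.5 uM, incubated 10 min at RT with coupling enzyme reagent (glyceraldehyde-3-phosphate), then 20 min with substrate and AmpLite Red detection. Fluorescence read at 525/598 nm; tests interference with the coupling assay, not aldolase inhibition.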
GALK inh – galactokinase (human) inhibition. AID 1868. hit rate 0.007% among 270,000. P51570. Purified GALK, Kinase-Glo residual ATP luminescence. Potency, µM (highest dose often 57.5 µM), inactives show top-dose activity change, negative = inhibition, usual class: inhibitors; note: potency is the fitted concentration of half-maximal effect
Target sequence (P51570 whole entry, looked up): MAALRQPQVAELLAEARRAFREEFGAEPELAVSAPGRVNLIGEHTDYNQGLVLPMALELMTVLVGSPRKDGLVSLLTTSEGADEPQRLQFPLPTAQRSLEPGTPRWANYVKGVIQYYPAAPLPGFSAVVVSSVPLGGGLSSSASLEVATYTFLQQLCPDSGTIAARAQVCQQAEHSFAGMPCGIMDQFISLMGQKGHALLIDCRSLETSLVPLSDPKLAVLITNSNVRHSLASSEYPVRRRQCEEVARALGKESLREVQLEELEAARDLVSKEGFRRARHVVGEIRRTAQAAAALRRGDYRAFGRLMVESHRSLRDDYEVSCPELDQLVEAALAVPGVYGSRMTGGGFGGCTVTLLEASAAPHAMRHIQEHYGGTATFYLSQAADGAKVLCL
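Quantitative HTS: GALK 5 nM, ATP 35 uM, galactose 100 uM, 1 h room temperature, then luciferase-based ATP detection.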
KCNH2 3.1 inh – blocks the human KCNH2 3.1 channel isoform; U2OS KCNH2 3.1, thallium flux FluxOr; stronger effect = lower value; activity change, % (tested at about 1.8 µM); AID 720553; hit rate 0.95% among 340,000;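 active = maximum activity change below -70%; inconclusive = maximum activity change from -70% to -50%; inactive = maximum activity change above -50%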;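 note: thallium influx rate constant from kinetic fluorescence after stimulation buffer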
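FluxOr-based Tl+ influx in U2OS cells transduced with KCNH2 3.1 virus; rate constants normalized to DMSO controls.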
B2AR arrestin – agonists driving beta-arrestin recruitment to human beta2-adrenergic receptor; P07550; beta-arrestin recruitment to beta2AR, cell-based reporter; Potency, µM (titrated, usually from 46.1 µM), for the others: at the top dose activation, hits mostly activators; hit rate 0.02% among 330,000; AID 492947;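 note: potency is the fitted concentration of half-maximal effect; 0% = DMSO controls and full agonism = EC100 isoproterenol or metaproterenol; nearly all actives have a fitted effect of over 65% in size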
Target sequence (P07550 whole entry, looked up): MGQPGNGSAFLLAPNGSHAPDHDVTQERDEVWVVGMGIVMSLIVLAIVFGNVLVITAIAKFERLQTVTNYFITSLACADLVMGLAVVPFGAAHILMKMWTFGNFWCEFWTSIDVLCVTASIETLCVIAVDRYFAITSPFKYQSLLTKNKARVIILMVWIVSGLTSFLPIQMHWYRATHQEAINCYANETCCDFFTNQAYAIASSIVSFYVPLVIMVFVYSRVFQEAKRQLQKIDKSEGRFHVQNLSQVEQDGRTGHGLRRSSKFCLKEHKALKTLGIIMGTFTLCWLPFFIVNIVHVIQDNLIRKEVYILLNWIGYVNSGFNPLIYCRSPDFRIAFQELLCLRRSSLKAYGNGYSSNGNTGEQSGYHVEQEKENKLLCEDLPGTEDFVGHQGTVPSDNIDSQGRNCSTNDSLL
The depositor's hits bear a star; ? = inconclusive; . = not tested or not shown; [ ] = remark or other dose. Unless noted, calls come from the whole dose curve; as a rule, active = well fitted curve in the direction sought with a large enough effect; inconclusive = small, poorly fitted or top-dose-only effect, or another doubt; inactive = no such curve, though single readings can be large; an effect the other way counts as inactive or inconclusive. Unless noted, % is set by controls: 0 for no effect and ±100 for the full control effect.

SMILES	KCNH2 WT inh	uPA generation	Chronic BCR inh	USP2a inh	PKM2 activator	Eya2 phos inh	Giardia kill	Coupling enz	GALK inh	KCNH2 3.1 inh	B2AR arrestin
O=C(c1ccco1)N1CCN(Cc2nnnn2CC2CCCO2)CC1 (configuration not stated)	.	-2%	3%	-2%	0%	0%	3	2	1%	-7	0.1%
COc1ccc(-n2nc3c(c2NC(=O)CC(C)C)CS(=O)C3)cc1 (configuration not stated)	-12	6%	-1%	5%	.	5%	16	0	8%	-7	0.5%
COC(=O)Cn1c(=O)c2c(nc3n2CCCN3Cc2ccccc2)n(C)c1=O	7	2%	8%	0%	.	-22%	-3	-1	.	6	0.0%
O=C(Cc1ccc([N+](=O)[O-])cc1)NCc1ccccn1	-14	3%	15%	-1%	-19%	0%	-1	-2	8%	7	0.0%
CN1CCC(=NNC(=O)c2ccc(N(Cc3ccccc3Cl)S(C)(=O)=O)cc2)CC1	3	0%	0%	4%	-5%	1%	-8	6	.	-3	0.4%
CCOc1ccc(CCNC(=O)C2CCCN(c3nn4c(=O)cc(C)nc4s3)C2)cc1OCC (configuration not stated)	4	-6%	?	3%	0%	15%	-9	1	0%	-6	0.1%
CCC1CCCCN1c1nc(-c2cccc(OC)c2O)nc2ccccc12 (configuration not stated)	-8	.	3%	0%	7%	-4%	1	0	4%	-18	0.7%
Cc1cc(C)cc(C(=O)NC(CC(N)=O)c2ccc(NCC3CC3)c([N+](=O)[O-])c2)c1 (configuration not stated)	25	8%	?	-1%	-9%	6%	-5	-5	.	-48	-0.6%
Cc1ccc(-c2nnn(CC(=O)N(c3cccc(F)c3)C(C(=O)NC3CCCC3)c3ccco3)n2)o1 (configuration not stated)	-19	.	0%	-2%	4%	15%	7	0	2%	2	-0.3%
CCOC(=O)CN(C(=O)COc1nc(-c2ccccc2)cc(C)c1C#N)c1ccccc1	12	8%	-1%	-1%	6%	-5%	-15	5	1%	11	-0.1%
Cc1cc(N2CCN(S(=O)(=O)c3ccccc3)CC2)nc2c(C)cccc12	-4	1%	7%	-4%	0%	-3%	-10	-1	0%	1	-0.9%
CCC(C(=O)NCCCN1CCN(C)CC1)n1nc(C)c2sc3ccccc3c2c1=O (configuration not stated)	-19	-8%	0%	2%	.	11%	-1	2	-4%	10	-0.2%
O=C(NC(Cc1ccccc1)C(=O)O)c1ccco1 (configuration not stated)	-8	0%	?	1%	3%	0%	-1	0	1%	-15	-0.1%
Cc1sc(N/N=C/c2cc([N+](=O)[O-])ccc2O)nc1-c1ccccc1	.	7%	3%	0%	-6%	2%	19	0	-1%	-5	-0.1%
COc1ccc(Nc2oc(-c3cccs3)nc2C#N)cc1	-1	-8%	?	-1%	-1%	-16%	12	-1	3%	.	-0.7%
COc1ccc(NC(=O)Cn2c(=O)n(CCC(=O)NCC3CCCO3)c(=O)c3cc(OC)c(OC)cc32)cc1 (configuration not stated)	10	0%	-9%	-4%	.	-3%	?	-2	-1%	-16	-0.6%
CCOC(=O)N1CCN(CCC(=O)Nc2cc(C)ccc2C)CC1	9	3%	8%	2%	2%	15%	11	0	0%	4	0.2%
CCOC(=O)C1CCN(C(=O)Cn2c(=O)oc3cc(S(=O)(=O)N4CCCC4)ccc32)CC1	-13	-5%	4%	-1%	-1%	-6%	-11	-1	.	7	2.9%
Nc1nc(SCC(=O)NC2CCCCC2)[nH]c(=O)c1-c1ccccc1	-22	0%	5%	-1%	-3%	3%	-1	5	3%	-6	0.1%
N/C(=N\c1nc2c(c(=O)[nH]1)CCC2)Nc1ccccc1C(F)(F)F	2	1%	4%	1%	-1%	-2%	0	.	-3%	1	-1.4%
C1CCN(CCCNC2C3CC4CC(C3)CC2C4)C1 (configuration not stated)	2	6%	?	4%	-1%	2%	-6	2	0%	1	-0.3%
Cc1cccc(C)c1NC(=S)N(CCCN1CCN(C)CC1)Cc1cccs1	-1	-5%	-16%	-6%	-1%	-19%	0	4	7%	-7	-0.2%
CCOCCCNC(=O)CCc1nnc2ccc(N3CCCCC3)nn12	-2	10%	1%	2%	.	-13%	2	-1	0%	-36	-0.8%
O=C(/C=C/c1ccccc1)N/C(=C/c1ccccc1)C(=O)NCCCO	-3	4%	2%	2%	8%	6%	0	6	0%	-1	-0.6%
C/C(=N\NC(=O)Cc1ccccc1)c1cccs1	5	-6%	?	2%	1%	6%	-3	-1	-1%	-24	-0.4%

(cont.)
SMILES	KCNH2 WT inh	uPA generation	Chronic BCR inh	USP2a inh	PKM2 activator	Eya2 phos inh	Giardia kill	Coupling enz	GALK inh	KCNH2 3.1 inh	B2AR arrestin
CCOc1ccc(N(C)Cc2cc(=O)oc3ccc(OC)cc23)cc1	4	-5%	?	-4%	4%	-11%	1	-4	5%	-1	-0.4%
CN1CCN(C(=O)C23CCC(C)(C(=O)C2Br)C3(C)C)CC1 (configuration not stated)	-5	-2%	8%	-1%	-5%	?	-18	1	2%	-3	-0.9%
O=C(COc1ccc(Cl)cc1)Nc1ccc(C(=O)O)cc1NC(=O)COc1ccc(Cl)cc1	-15	2%	?	-1%	-2%	-2%	-16	.	-3%	-11	0.3%
Cc1cc(NC(=O)CSCC(=O)N(C)Cc2ccc(Cl)cc2Cl)no1	-3	0%	2%	-1%	.	6%	-1	.	.	-4	0.1%
COc1ccc2cc(C(c3nnnn3Cc3ccc(F)cc3)N3CCCCCC3)c(=O)[nH]c2c1 (configuration not stated)	49	.	1%	-10%	-5%	6%	4	1	1%	.	0.4%
CCN1C(=O)[C@H]2[C@H]3CN=C(SCC4CC4)N3[C@@](CC)(C(=O)OC)[C@H]2C1=O	6	-17%	0%	3%	.	6%	-2	.	.	44	-0.5%
O=C(N/N=C/c1ccccc1)c1cc(=O)[nH]c2ccccc12	-6	-2%	?	0%	2%	6%	29	2	.	-18	0.5%
Cc1cc(OCC(=O)Nc2ccc(S(=O)(=O)N3CCN(C)CC3)cc2)cc(C)c1Cl	11	-10%	?	-2%	-3%	-7%	32[activator]	0	0%	-16	-0.2%
Cc1cccc[n+]1CC(=O)Nc1ccc([N+](=O)[O-])cc1	1	12%	-1%	-1%	4%	0%	31[activator]	2	0%	-11	0.1%
COc1ccc(C2CC(c3ccccc3O)=NN2C(=O)c2ccccc2)cc1OC (configuration not stated)	7	-19%	?	-3%	.	13%	25	0	-2%	8	0.4%
Cc1cc(NC(=O)CSc2nnc(COc3cccc(C)c3C)n2C)no1	11	.	-1%	0%	0%	8%	5	0	3%	15	-0.2%
CCOC(=O)c1csc(NC(=O)c2ccc(S(=O)(=O)N(CC)CC)cc2)n1	0	1%	7%	1%	-6%	-15%	16	3	0%	1	-0.8%
CCOC(=O)c1c2ccc(OCC(=O)N/N=C/c3ccc(C)cc3)cc2n2ccccc12	-6	6%	?	4%	-6%	-23%	8	-29	-2%	10	-0.5%
COc1ccc(NC(=O)Cc2nnc(SCC(=O)Nc3cc(C)ccc3OC)n2C)cc1	30	-2%	.	.	3%	.	3	0	-3%	-4	.
Cc1cc(-c2nnc(SCC(=O)Nc3ccc(C(F)(F)F)cc3)n2C)no1	-5	11%	2%	0%	3%	-3%	4	1	-4%	-13	-0.8%
CCOc1ccc(C(=O)OC(C)CN2CCCCC2)cc1 (configuration not stated)	17	1%	1%	0%	-3%	-2%	-1	-1	-3%	-14	-1.0%
CCn1c(=S)sc2c(=O)n(CC(=O)Nc3ccc(OC)c(Cl)c3)c(C)nc21	5	2%	-1%	0%	0%	6%	19	4	7%	-21	0.3%
O=C(Nc1ccc(Cl)c(S(=O)(=O)Nc2ccccc2Cl)c1)c1cccs1	-1	-17%	-8%	2%	4%	2%	4	9	-4%	3	-0.6%
CCOC(=O)c1nnn(-c2nonc2N)c1-c1ccc(Cl)cc1	10	-10%	6%	0%	2%	-26%	8	0	0%	-16	0.3%
CCN1CCN(c2c(Cl)cccc2NC(=O)c2ccco2)CC1	24	6%	2%	1%	0%	1%	4	2	1%	?	-0.2%
COc1cccc(/C=N/n2c(SC)nnc2-c2ccccc2)c1OC	-6	-4%	0%	4%	-3%	-3%	-19	5	0%	2	-0.8%
Cc1ccc(NC(=O)Cn2nc(C)c3ccccc3c2=O)c(C)c1	-7	1%	2%	2%	1%	-2%	1	3	2%	8	-0.2%

Full records, quoted from the list.
Record of Cc1cc(OCC(=O)Nc2ccc(S(=O)(=O)N3CCN(C)CC3)cc2)cc(C)c1Cl = KCNH2 WT inh = 11; uPA generation = -10%; Chronic BCR inh = ?; USP2a inh = -2%; PKM2 activator = -3%; Eya2 phos inh = -7%; Giardia kill = 32[activator]; Coupling enz = 0; GALK inh = 0%; KCNH2 3.1 inh = -16; B2AR arrestin = -0.2%
Record of COc1ccc(C2CC(c3ccccc3O)=NN2C(=O)c2ccccc2)cc1OC (configuration not stated) = KCNH2 WT inh = 7; uPA generation = -19%; Chronic BCR inh = ?; USP2a inh = -3%; PKM2 activator = .; Eya2 phos inh = 13%; Giardia kill = 25; Coupling enz = 0; GALK inh = -2%; KCNH2 3.1 inh = 8; B2AR arrestin = 0.4%

Compounds as they come; overall some 2.4% were active at least once.
